NPY-Y1 antag: NPY-Y1 receptor antagonists, primary screen, cell-based; Neuropeptide Y receptor type 1 (Homo sapiens), P25929; HEK293-CNG Y1 cells, membrane potential fluorescence; NPY at EC95, then isoproterenol; inhibition, % at 3.6 µM; 200,000 compounds, 1% hits; AID 1040, 2008;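 active = inhibition above the campaign mean inhibition of all tested compounds plus 3 SD, cut at about 20% in these data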;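 also: 0% = DMSO wells given NPY plus isoproterenol and 100% = isoproterenol alone without NPY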
Target sequence (P25929 whole entry, looked up): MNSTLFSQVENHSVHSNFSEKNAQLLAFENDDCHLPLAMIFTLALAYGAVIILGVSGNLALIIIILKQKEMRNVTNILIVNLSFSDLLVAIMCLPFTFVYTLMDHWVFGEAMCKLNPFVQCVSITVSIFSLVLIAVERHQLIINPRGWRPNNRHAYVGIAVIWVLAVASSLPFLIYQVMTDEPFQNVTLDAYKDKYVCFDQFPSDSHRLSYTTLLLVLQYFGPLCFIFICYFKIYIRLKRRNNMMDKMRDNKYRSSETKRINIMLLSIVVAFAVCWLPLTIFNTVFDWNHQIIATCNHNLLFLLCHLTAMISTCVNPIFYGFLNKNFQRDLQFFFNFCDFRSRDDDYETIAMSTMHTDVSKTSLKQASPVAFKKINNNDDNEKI
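Benchmarks – high control isoproterenol alone, low control NPY with isoproterenol · Material – HEK293 Y1/CNG channel cell line · Times – dye 3 h, compound 60 min room temperature, stimulation 45 min · Probe or stimulus – NPY (25 nM), isoproterenol (1 µM), Ro 20-1724 (25 µM) · Evaluation – % inhibition of NPY effect · Signal – fluorescence, membrane potential probe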
Runt-CBFb FRET: inhibitors of RUNX1 Runt–CBFb binding, primary screen, biochemical, FRET, Cerulean-Runt, Venus-CBFb, uHTS; Runt-related transcription factor 1 (Homo sapiens) + Core-binding factor subunit beta …; Cerulean-Runt/Venus-CBFb FRET ratio 530/480, 1 h; inhibition, % at 20 µM; 220,000 compounds, 0.46% hits;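 active = inhibition over about 50% at 20 µM in the single-dose screen, limit read from the data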;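 also: 0% = DMSO wells and 100% = excess unlabeled CBFb competitor control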
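Assay system: Cerulean-tagged RUNX1 Runt domain (FRET donor) fusion protein / Amount: 100 nM each of Venus-CBFb and Cerulean-Runt domain / Medium: Tris buffer pH 7.5 with salts and BSA / Also added: Venus-CBFb 100 nM / Schedule: 1 h complex formation plus 1 h compound treatment, room temperature / Signal: FRET fluorescence / Read-out: loss of energy transfer signal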
Runt-SMMHC FRET: inhibitors of RUNX1 Runt–CBFb-SMMHC binding, primary screen, biochemical, FRET, Cerulean-Runt, Venus-CBFb-SMMHC, uHTS; 220,000 compounds, 0.74% hits; AID 1434, 2008; inhibition, % at 20 µM; Cerulean-Runt/Venus-CBFb-SMMHC FRET ratio 530/480, 1 h;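 active = mean inhibition across duplicate retests at 20 µM reaching about 50%, limit read from the data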;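 also: 0% = DMSO wells and 100% = wells with excess untagged CBFb-SMMHC; inhibitors lower the FRET ratio by blocking Runt binding to CBFb-SMMHC; some results filed as inactive read as strong as hits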
RBBP9 inh: human RBBP9 inhibitors, primary screen, biochemical, fluorescence polarization, FP-Rh probe, HTS; Serine hydrolase RBBP9 (Homo sapiens), O75884; recombinant RBBP9; inhibition, % at 7.94 µM; 220,000 compounds, 0.2% hits;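 active = inhibition above the campaign mean of all tested compounds plus 3 SD, cut at about 14% in these data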;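 also: plate controls were DMSO wells with RBBP9 for no effect and wells lacking RBBP9 protein for full effect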
Target sequence (O75884 whole entry, looked up): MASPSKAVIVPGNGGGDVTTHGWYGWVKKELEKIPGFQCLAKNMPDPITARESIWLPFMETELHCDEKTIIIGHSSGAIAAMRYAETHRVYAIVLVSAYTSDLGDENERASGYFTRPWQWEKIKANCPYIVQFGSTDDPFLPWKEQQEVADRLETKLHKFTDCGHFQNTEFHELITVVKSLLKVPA
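System: RBBP9 protein | Quantity: 2.5 µM RBBP9 dispensing solution, before mixing | Reagent: FP-Rh probe, 375 nM dispensing solution | Timing: Enzyme-compound preincubation 30 min, then probe labeling 45 min, 25 °C | Measured by: Fluorescence polarization | Read-out: % inhibition | Replication: One well per compound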
Mdm2 ligase inh: MDM2-luciferase reporter signal enhancers, primary screen, MDM2 E3 ligase inhibitor project, cell-based, luminescence, 1536-well; 210,000 compounds, 0.11% hits; E3 ubiquitin-protein ligase Mdm2 (Homo sapiens), Q00987; signal enhancement, % at 5 µM; AID 1230, 2008; cell-based MDM2 ubiquitination luciferase reporter, 2 h; 0 = plate control, 100 = twice control, blank-subtracted;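 active = signal enhancement of 30% or more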;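 also: luminescence tracks abundance of the self-degrading MDM2-luciferase fusion protein; higher signal means inhibition of MDM2 E3 ligase activity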
Target sequence (Q00987 whole entry, looked up, the tested form may be a part): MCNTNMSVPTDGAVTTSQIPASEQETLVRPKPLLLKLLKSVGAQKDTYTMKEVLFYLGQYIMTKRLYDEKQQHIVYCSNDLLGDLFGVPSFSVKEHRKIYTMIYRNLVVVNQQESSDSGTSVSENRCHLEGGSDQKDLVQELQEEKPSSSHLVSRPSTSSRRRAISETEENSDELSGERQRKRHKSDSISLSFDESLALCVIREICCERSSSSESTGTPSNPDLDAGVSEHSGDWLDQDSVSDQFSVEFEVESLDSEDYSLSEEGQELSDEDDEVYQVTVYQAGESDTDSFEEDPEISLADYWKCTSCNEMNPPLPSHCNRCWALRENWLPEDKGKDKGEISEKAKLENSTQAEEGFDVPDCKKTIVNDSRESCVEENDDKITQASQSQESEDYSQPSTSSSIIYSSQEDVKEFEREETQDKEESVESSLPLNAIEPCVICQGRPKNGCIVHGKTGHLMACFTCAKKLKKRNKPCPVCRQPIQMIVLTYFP
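Assay system: stable mammalian line carrying autodegrading MDM2–luciferase fusion reporter; amount: 2000 cells seeded into each well; buffer or medium: DMEM; benchmarks: plate control and blank wells; signal: luciferase luminescence; timing: 2 h compound exposure at 37 °C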
Hck Nef HTS: inhibitors of Nef-activated human Hck kinase, primary screen, biochemical, Z-Lyte FRET, 384-well, Hck-YEEI | Tyrosine-protein kinase HCK (Homo sapiens), P08631 | Recombinant Hck-YEEI plus Nef, Z-Lyte FRET kinase assay | inhibition, % at 20 µM | 220,000 compounds, 0.68% hits | AID 463187, 2010;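 active = Hck-Nef kinase inhibition above about 50%, limit read from the data; inactive = inhibition below that limit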;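 also: 0% = DMSO with Hck plus Nef and 100% = Hck alone without Nef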
NPY-Y1 PAM-ag: NPY-Y1 receptor potentiators or agonists, primary screen, cell-based. NPY-Y1 expressing cells, potentiator/agonist activation. activation, % at 3.6 µM. 220,000 compounds, 0.37% hits. AID 1304, 2008; in the data active = activation above about 33%, passing the limit was not always enough;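 also: cells stimulated with NPY at EC10 then isoproterenol at EC100; 0% = low agonist plus stimulus and 100% = saturating agonist plus stimulus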
NPY-Y2 PAM-ag: NPY-Y2 potentiators or agonists, primary screen, cell-based | cells expressing NPY-Y2, potentiator/agonist read-out | activation, % at 3.6 µM | 220,000 compounds, 0.45% hits; in the data active = activation above about 27%;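 also: cells stimulated with NPY near EC25 plus isoproterenol at EC100; 0% = vehicle plus submaximal agonist and 100% = vehicle plus saturating agonist; some results beyond the cut were filed as inactive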
p97 ATPase inh: inhibitors of human p97 ATPase, primary screen, biochemical | Transitional endoplasmic reticulum ATPase (Homo sapiens), P55072 | recombinant p97 ATPase, Kinase-Glo ATP luminescence, 3 h | inhibition, % at 8 µM | 220,000 compounds, 0.42% hits; in the data active = inhibition above about 15%;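 also: 0% = DMSO vehicle and 100% = wells lacking enzyme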
Numbers without * were called inactive; x = not tested or not shown.

Each structure is followed by: p97 ATPase inh, NPY-Y2 PAM-ag, Mdm2 ligase inh, NPY-Y1 PAM-ag, Hck Nef HTS, Runt-SMMHC FRET, Runt-CBFb FRET, NPY-Y1 antag, RBBP9 inh
- O=C(N/N=C/c1ccncc1)c1cc2c(ccc3ccccc32)o1
    2, -10, -10, 0, 0, -5, -4, -2, -14
- CC(C)NC(=O)c1onc(CSc2ccccn2)c1C(=O)NC(C)C
    x, x, -5, x, 21, -2, 0, x, x
- C=CCc1c(C)nc(-c2ccccc2)nc1Nc1ccc(O)cc1
    5, 16, -2, -33, 6, 4, 1, -3, -8
- CCCCCCCOc1ccc(-c2ccc(C#N)cn2)cc1
    3, -8, -1, -16, 3, -1, -3, 9, -7
- CC(C(=O)NC1CCCC1)N(Cc1ccco1)C(=O)c1snc(C(=O)NC2CCCC2)c1N (configuration not stated)
    0, 5, 3, 15, 3, 1, 1, -1, -8
- Cc1cccc(CN2CCC(CNC(=O)CSc3cc(=O)n(C)c4cc(Cl)ccc34)CC2)c1
    -1, -2, x, 2, 20, 0, 0, x, -8
- CC(C)(C)NC(=O)NC(=O)COC(=O)CCC1CCCC1
    -3, -5, x, -10, 3, -2, -2, x, -9
- COc1ccc(NC(=O)C(=O)NCCCO)cc1Cl
    6, 1, -14, -9, 17, -1, 2, 0, -3
- CCONC(=NC)c1nonc1N
    0, 7, 2, 4, 2, 2, 0, -2, -9
- COc1ccc(S(=O)(=O)N2CCCCC2)cc1NS(=O)(=O)c1cc(Cl)ccc1Cl
    -3, 13, -14, 1, 3, 3, -3, 3, -6
- C=CCn1c(CNc2ccc(C)cc2)nnc1SCC(=O)N/N=C/c1ccc(O)cc1O
    0, -18, -6, -3, 1, 3, 2, -5, 1
- N/C(=N\OC(=O)CCCN1C(=O)c2ccccc2C1=O)c1ccccn1
    0, -21, 10, -20, 1, -4, 0, -2, -1
- COc1ccc(C2=CC(c3cc(OC)c(OC)c(OC)c3)NC(=S)N2)cc1 (configuration not stated)
    -4, -4, -14, 0, 0, 2, -1, -1, -1
- CCN(C(=O)CSc1nnc(-c2ccc(F)cc2)c2ccccc12)C1CCS(=O)(=O)C1 (configuration not stated)
    4, 3, -9, 3, 18, 5, -2, 1, -8
- COc1ccc(Cl)cc1NC(=S)NNC(=O)c1cccnc1
    12, -4, -6, -8, 23, 2, 3, 13, -2
- COc1ccc(C)cc1NS(=O)(=O)c1ccc(Br)s1
    4, -4, -6, 6, 1, 3, -1, 4, -4
- Nc1cccc2c1C(=O)N(C(=O)/C=C/c1ccc(F)cc1)C2=O
    -4, -1, -8, -6, 11, 86*, -58, 1, -11
- Cc1ccc(C(=O)NCC(=O)OCC(=O)c2ccc3c(c2)NC(=O)CO3)cc1C
    3, 0, -32, 0, 26, 0, -2, -3, -2
- Cc1ccc(C(=O)Nn2cnnc2)cc1S(=O)(=O)N1CCOCC1
    5, 5, x, 2, 37, 2, 2, x, 5
- CC1(C)CC(=O)C2=C(C1)NC(Nc1nc3ccccc3o1)=NC2c1ccccn1 (configuration not stated)
    8, 10, -7, 25, 36, 2, 1, 3, -5
- O=C(OC1CCOC1=O)c1cc(-c2cccc(Br)c2)nc2ccccc12 (configuration not stated)
    0, 0, -6, -10, -16, 3, -4, -3, -11
- CC(Oc1ccc(Cl)cc1Cl)C(=O)NCCN1CCOCC1 (configuration not stated)
    4, -17, -7, 0, 2, -4, -2, -1, -7
- CSC1=C(C#N)C(c2ccc3c(c2)OCO3)C2=C(CCCC2=O)N1 (configuration not stated)
    4, -7, 1, -20, 12, -14, -4, 4, 0
- O=C(NC1=NCCS1)c1cccc(N2C(=O)c3ccccc3C2=O)c1
    1, -4, -18, -23, 11, 3, x, 4, -9
- CSC1=NCCN1C(=O)c1cccc(C(F)(F)F)c1
    5, -4, -2, 0, -2, -44, 0, -4, 0
- COc1ccc(-n2c(=O)cc(N3CCN(c4ccccc4)CC3)[nH]c2=O)cc1
    1, 3, -3, -4, -20, 1, 0, 1, 2
- Cc1cc(C)c2c(N)c(C(=O)N/N=C/c3cccnc3)sc2n1
    11, -28, 0, 13, 73*, 2, 3, x, -5
- Cc1cc(-c2ccc(NC(=O)[C@@H]3CCCC[C@@H]3C(=O)O)c(C)c2)ccc1NC(=O)[C@@H]1CCCC[C@@H]1C(=O)O
    -3, 2, -28, -4, 1, -4, 5, 0, -2
- Cc1c(Cl)cccc1NC(=O)CSc1ncnc2c1cnn2CCc1ccccc1
    2, -5, -5, 2, 1, -5, -1, 6, 4
- CCCC(=O)n1nc(-c2ccco2)nc1SCc1ccccc1
    5, 9, -23, 13, -3, -6, 4, 6, 3
- Cc1ccnc(NC(=O)Nc2ccc(F)cc2)c1
    -3, -19, -42, 1, -13, 3, -2, 2, -9
- COc1cc(C2c3sc(=O)[nH]c3SC3C(=O)N(c4ccc(C)cc4)C(=O)C32)ccc1O (configuration not stated)
    3, -10, 0, 11, 10, -2, 19, x, 4
- O=C(NCC1CCCO1)C1CC(=O)N(C2CCCC2)C1 (configuration not stated)
    -4, -9, -20, 9, -1, 4, 2, 2, -16
- CCOc1ccc(Nc2nc3c(c(=O)[nH]2)CCCC3)cc1
    3, 9, -2, -4, 6, -2, 0, 0, -7
- Oc1oc(-c2ccc(Br)cc2)nc1/C=N/c1ccccn1
    4, 16, 7, 1, 12, -10, -1, 4, -9
- S=C1NC[C@H](Cc2ccccc2)N1CCCCC1CCCCC1
    -2, 3, x, -7, -4, 0, -5, -1, 4
- COc1cc2c(cc1OC)C(C)N(S(=O)(=O)c1cn(C)cn1)CC2 (configuration not stated)
    5, -6, -13, 0, 5, 2, 2, x, -8
- CC(=O)N1CCC(C(=O)Nc2ccccc2)(N(Cc2ccccc2)C(=O)c2cccnc2)CC1
    -1, 5, -10, 2, 0, -8, -1, 2, -2
- NC1=NC(c2cn(-c3ccccc3)nc2-c2cccs2)n2c(nc3ccccc32)N1 (configuration not stated)
    6, -1, -11, -10, 4, -5, 1, 4, 2
- CC(=O)Nc1ccc(S(=O)(=O)Nc2nc3c(s2)CCCC3)cc1
    4, 0, 6, -6, -1, -8, -1, -9, -8
- Cc1csc2ncc(C(=O)NCc3ccco3)c(=O)n12
    4, 20, -65, -2, 7, 5, 2, -2, 2
- CCOC(=O)c1ccc(NC(=O)c2ccc(NC(=O)c3ccccc3)cc2)cc1
    -2, -1, -15, -12, 12, 1, 0, 5, 0
- CC(=O)c1cc2c(cc1N/C(=N/S(=O)(=O)c1ccc(Br)cc1)c1ccccc1)OCO2
    -6, -14, x, -9, 11, 0, 2, 2, 3
- CC1(C)CC(=O)C(C=NCCN2CCN(C(=O)c3ccc(Br)cc3)CC2)=C(O)C1
    2, 0, -10, -5, -12, 2, 0, -5, -7
- O=C(CCSCc1cccc(Cl)c1)NCCc1ccccc1
    -1, 6, -13, -40, 3, -2, -2, 3, -7
- CCOC(=O)c1cnc2scnn2c1=O
    6, -7, -8, 22, 1, -10, 0, 2, 2
- Cc1cc(C)c2nc(-c3ccco3)cc(C(=O)O)c2c1
    4, -4, -2, 1, 50, 21, 10, 6, -3
- CCC(C)(C)NC(=O)Cn1c(-c2ccccc2)cc(C(C)=O)c1C
    -6, -3, -15, -6, 23, -1, -1, 7, -14
- NNC(=O)c1ccc(Cn2cc(Br)c(N)n2)cc1
    5, -19, -3, 4, 6, -3, 0, x, -2
- C=C(C)C1CC=C(C)/C(=N/NC(=S)Nc2ccccc2)C1 (configuration not stated)
    0, -1, 3, 0, 3, 0, 4, 2, -3
- COC(=O)C(CC(C)C)Oc1ccc2c(C)cc(=O)oc2c1 (configuration not stated)
    -2, -7, -3, -17, -1, -3, -6, 2, -8
- CC1C=CCC2C(=O)N(c3cccc(C(=O)N4CCCCCC4)c3)C(=O)C12 (configuration not stated)
    -1, -7, -8, -14, 4, x, x, 1, -4
- CC1Cc2ccccc2N1C(=O)CSc1nn2c(=O)c(C(C)(C)C)nnc2s1 (configuration not stated)
    -4, 12, -13, -23, -1, -1, -3, -2, -3
- COc1ccccc1N1C(=O)[C@@H]2[C@H](C1=O)[C@H](C(=O)c1ccc(OC(C)=O)cc1)N1N=CC=C[C@@H]21
    -1, -19, -12, -4, -3, -5, 0, x, -3
- CCOC(=O)c1cnn(-c2ccccc2)c1NC(=O)c1ccc(C)cc1
    -3, -2, -4, -18, 1, 0, 1, 0, -3
- Cc1nnsc1C(=O)Nc1ccc(Cl)cc1Cl
    0, -6, -12, 6, -1, -1, 1, 8, -5
- O=C(CN1C(=O)c2ccccc2S1(=O)=O)c1ccccc1
    5, 10, -43, 27, 1, -1, 3, -4, -9
- CNC(=S)NCc1ccc2[nH]c(C)cc2c1
    -1, 7, -6, 6, 14, -10, -6, 2, -13
- CC1CC(C)CN(C(=O)c2cccc3c2-c2ccccc2C3=O)C1 (configuration not stated)
    -2, 13, x, 16, 29, 1, 0, x, -2
- COc1cccc(-c2nc(C(N)=O)c3[nH]c(=O)n(-c4cccc(Cl)c4)c3n2)c1OC
    1, 12, -22, 7, 0, -3, -5, 6, 0
- COc1ccc(/C=C/C(=O)Nc2cc(=O)n(C)c(=O)n2C)cc1
    3, -1, -13, 3, 10, 2, -2, -4, 7
- CCN1C(=O)/C(=c2\o/c(=C3\C=Cc4ccccc4N3CC)c(=O)n2CC)SC1=S
    4, -7, -14, 1, 5, -1, 0, -3, -7
- COc1cc(C2NC(=O)NC(c3ccccc3)=C2C(C)=O)ccc1OCC#N (configuration not stated)
    0, 11, -12, 14, 0, -4, 1, 10, 1

Bioassay records (PubChem)
